Source: PubChem
Epigenetic reg = epigenetic control regulation, reporter derepression | murine LDR cells, GFP reporter derepression, 30 h | Potency, µM (top dose mostly 53.9 µM), inactives show at the top dose GFP activation, actives largely listed as activators | 0.2% of 280,000 active | AID 1865; active means well fitted activation curve with a large enough effect; inconclusive means small, poorly fitted or top-dose-only effect; further: % of control where 0% means no effect; nearly all actives have a fitted effect of over 60% in size
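Derepression of a silenced CMV-GFP reporter in murine LDR cells is scored by enumerating GFP-positive cells with a laser-scanning microplate cytometer after 30 hours of treatment at 37 C.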
An asterisk follows results filed as active; ? = inconclusive. Potency means the concentration at half of the fitted maximal effect. Some of the compounds tested; count on the stated rates, not on these rows.

mol,Epigenetic reg
Cc1cc(NC(=O)CN2CCC(C)CC2)nc2c1c(=O)oc1ccccc12,0.0%
CCc1ccc(-n2c(=O)c3c4c(sc3n(CC(=O)c3ccc(F)cc3)c2=O)CCC4)cc1,0.0%
Cc1ccc(NC(=O)c2ccco2)c(OCc2cc(=O)n3cc(C)sc3n2)c1,1.2%
Cc1cc(C)cc(NC(=O)CCS(=O)(=O)c2cccc3nsnc23)c1,1.4%
CCOc1ccccc1CNC(=O)CN1C(=O)CCc2cc(S(=O)(=O)N3CCCCC3)ccc21,?
CCn1ccc2cc(S(=O)(=O)N3CCC(C(=O)NCCc4ccc(C)cc4)CC3)ccc21,-1.7%
CC(=O)c1ccc(NC(=O)CSc2nnc(NC(=O)Nc3ccccc3)s2)cc1,2.8%
COc1ccc(NC(=O)c2ccc3c(c2)nnn3C2CCCC2)cc1Cl,?
O=S(=O)(NCC(c1ccco1)S(=O)(=O)c1ccccc1)c1ccccc1 (centres undefined),3.8%
Cc1cccc(C(=O)NCc2cn3cccc(C)c3n2)c1,-3.8%

Following part.
mol,Epigenetic reg
CCc1ccccc1NC(=O)CSc1nc2ccccc2nc1Cc1cccc(OC)c1,?
COc1ccc(CNC(=O)CN2C(=O)CC(c3ccc(C)c(C)c3)=Nc3ccccc32)cc1,1.5%
CC(=O)NCCNc1nc2c(S(=O)(=O)c3ccc(C)c(C)c3)nnn2c2ccc(Cl)cc12,1.4%
Cc1cccc(N2CCN(C(=O)c3c4c(nc5ccccc35)C(=O)N(C3CCCCC3)C4)CC2)c1C,0.8%
COc1ccccc1NC(=O)Cn1c(=O)c(CNc2ccc(C)cc2)cc2cc3c(cc21)OCCO3,4.5%
COc1ccc2c(c1)c1c(c(=O)n(-c3cccc(Cl)c3)c(=O)n1CC(=O)N1CCCC1)n2C,-0.9%
Cn1c(=O)c2nc(SCC(=O)Nc3ccc(OC(F)(F)F)cc3)n(C)c2n(C)c1=O,2.6%
COc1cccc(C(c2sc3nc(-c4ccco4)nn3c2O)N2CCOCC2)c1 (centres undefined),1.1%
COc1ccc(CNC(=O)CCC2N=C3c4ccccc4N=C(SCc4cccc(F)c4)N3C2=O)cc1 (centres undefined),-1.3%
Cc1cc(C)cc(-n2c(C)cc(C(=O)C(=O)Nc3ccccc3F)c2C)c1,8.9%

(further entries)
mol,Epigenetic reg
COc1ccc(CNC(=O)c2cnc(N(C)C)nc2)cc1,12.4%
CCCN1CCN(CCCNC(=O)c2cc3c(=O)n(CC)c4ccccc4c3s2)CC1,2.2%
Cc1cn2c(=O)cc(COc3ccccc3NC(=O)c3ccccc3C)nc2s1,-2.3%
Cn1c(=O)n(C)c2cc(N3CCCC3)c(NC(=O)Nc3ccccc3)cc21,0.1%
CN(Cc1ccccc1)C(=O)c1cccc(NC(=O)c2nsc3ccccc23)c1,1.7%
CC(C)(CC(=O)OCC(=O)Nc1ccc(F)c(Cl)c1)CC1=NS(=O)(=O)c2ccccc2N1,1.1%
O=C(CN1C(=O)CCSc2ccccc21)Nc1ccccc1F,1.4%
COc1cc(NC(=O)c2ccc(-c3nc(CSc4ccccc4)c(C)o3)cc2)cc(OC)c1,-4.5%
Cc1c(C(=O)NCc2ccc(F)cc2)oc2ccc(S(=O)(=O)N3CCCCC3)cc12,3.0%
COc1ccc(CCNC(=O)CCCn2c(=O)c3cccn3c3ccc(F)cc32)cc1OC,0.0%

The list goes on.
mol,Epigenetic reg
CCc1ccc(OCCn2c(C3CC(=O)N(Cc4ccc(F)cc4)C3)nc3ccccc32)cc1 (centres undefined),2.3%
Cc1ccc(N2CCN(Cc3nnc(-c4ccccc4F)o3)CC2)c(C)c1,-2.2%
Cc1ccc(Cn2c(C)c(CNCc3ccccc3F)c(C(=O)O)c2C)cc1,-3.5%
COc1cccc(OC)c1C(=O)Nc1cccc(-c2nc3cc(C)cc(C)c3o2)c1,1.1%
CCOC(=O)Cc1c(C(=O)OCC)nnc2c(-c3ccccc3)c(C)nn12,0.0%
Cc1ccc(NC(=O)CN2C(=O)COc3ccc(S(=O)(=O)N4CCOCC4)cc32)c(Cl)c1,-0.1%
O=C(Nc1sc2c(c1C(=O)Nc1ccccc1Cl)CCCC2)c1ccccc1F,-0.9%
Cc1ccc(S(=O)Cc2nc(-c3ccc(C(=O)NC(C)c4ccccc4)cc3)oc2C)cc1 (centres undefined),-3.2%
Cc1ccc(C2CC(=O)N(Cc3ccc(F)cc3)c3c2c(C)nn3-c2nc(C)cc(C)n2)cc1 (centres undefined),1.6%
CCOC(=O)c1ccc(CN(Cc2ccc(Br)cc2)S(=O)(=O)c2cccc(Cl)c2C)cc1,3.5%

(cont.)
mol,Epigenetic reg
Cc1cccc(N2CCN(C(=O)C3CCCN(S(=O)(=O)c4ccc5c(c4)oc(=O)n5C)C3)CC2)c1C (centres undefined),-0.8%
CCc1cccc(NC(=O)CN2C(=O)CCc3cc(S(=O)(=O)N4CCOCC4)ccc32)c1,-2.5%
CCOc1ccc(/C=C/c2nc(C#N)c(NCc3ccccc3)o2)cc1,9.6%
COc1cccc(CNC(=O)Cn2ncc3c4ccccc4n(C)c3c2=O)c1,-3.2%
CC(C)(C)c1ccc(C(=O)NC(Cc2c[nH]c3ccccc23)C(=O)OCC(=O)c2ccc(Br)cc2)cc1 (centres undefined),0.0%
CCc1ccc(NC(=O)c2sc3nc(C)c(Cl)c(C)c3c2NC(=O)c2ccccc2)cc1,1.1%
Cc1cccc(OCC(=O)NCCc2nc3ccccc3[nH]2)c1C,-0.7%
COc1cc(OC)c(NC(=O)N2CC=C(c3c[nH]c4ccccc34)CC2)cc1Cl,?
Cc1nc(SCC(=O)Nc2ccccc2F)[nH]c(=O)c1Cc1ccccc1,-1.9%
Cc1cccc(C)c1Nc1sc(C(=O)c2ccccc2)c(N)c1C(=O)Nc1ccc(F)cc1,-0.5%

Following part:
mol,Epigenetic reg
Cc1c(NC(=O)c2nc3ccccc3nc2N2CCCCC2)cccc1[N+](=O)[O-],0.0%
Cc1ccccc1-c1nc(NC(=O)CSc2ncnc3sc4c(c23)CCCC4)ns1,4.8%
CCC1CCCCN1CCCNC(=O)c1ccc2c(c1)N(Cc1ccccc1F)C(=O)c1ccccc1S2(=O)=O (centres undefined),7.8%
CCc1ccc2oc(C(=O)Nc3nc(-c4ccc(F)cc4)ns3)c(C)c2c1,?
O=C(CCC1N=C2c3ccccc3N=C(SCC(=O)Nc3cccc(Cl)c3)N2C1=O)NCc1ccco1 (centres undefined),1.9%
Cc1ccc(/C=C/c2onc(C)c2S(=O)(=O)N2CCC(C(=O)N3CCOc4ccc(C)cc43)CC2)cc1,-1.7%
CCn1cc(S(=O)(=O)c2cccc(Cl)c2)c(=O)c2cc(F)c(N3CCN(C)CC3)cc21,?
Cc1cc(=O)[nH]c2nnc(SCc3cccc(F)c3)n12,0.5%
Cc1oc(-c2ccccc2F)nc1CSc1nnc(C)n2c1cc1occc12,-0.7%
COc1ccc(NC(=O)CSc2oc(-c3ccco3)nc2S(=O)(=O)c2ccccc2)c(OC)c1,11.1%

(list continues)
mol,Epigenetic reg
Cc1cccc(N2CC(C)Cn3c2nc2c3c(=O)n(CC(=O)O)c(=O)n2C)c1 (centres undefined),-1.1%
Cc1ccc(C(=O)c2cn(Cc3c(F)cccc3Cl)c3nc(C)ccc3c2=O)cc1,-0.9%
COc1ccc2c(c1)c1c(c(=O)n(-c3ccccc3C)c(=O)n1C)n2C,1.3%
CC(=O)Nc1ccccc1OCc1cc(=O)n2c3c(sc2n1)CCCC3,-2.0%
CN(C)c1ccc(CNC(=O)CCC(=O)N2Cc3ccccc3Oc3ncccc32)cc1,-2.3%
Cc1ccc2oc(=O)n(CCNC(=O)Nc3ccccc3Cl)c2c1,5.0%
CCN(Cc1ccccc1)c1ncnc2c1nnn2C,3.6%
COc1ccc(-c2[nH]c(-c3ccc(OC)c(OC)c3)nc2SCC(=O)Nc2ccccc2)cc1,-3.9%
Cc1ccc(C)c(NC(=O)Cn2nnc(C(=O)NCc3ccccc3Cl)c2N)c1,1.1%
O=C(Nc1ccccc1C(F)(F)F)C1CCN(c2nnc(-n3cccc3)s2)CC1,-1.3%

Next section.
mol,Epigenetic reg
CCOC(=O)CNC(=O)N1CCN(S(=O)(=O)c2ccc3c(ccn3C)c2)CC1,8.5%
Cc1ccc(-n2nnc(-c3nsc(NC(=O)c4ccc(C)c(C)c4)n3)c2C)cc1,0.3%
COc1cccc(N2CCN(C(=O)c3c(C)oc4ncnc(N5CCCCC5)c34)CC2)c1,2.5%
CCOC(=O)C1CCN(C(=O)Cn2ncc3c4ccccc4n(Cc4ccc(F)cc4)c3c2=O)CC1,0.9%
O=C(COc1ccc(Cl)cc1)NCCc1csc(-c2ccc(C(F)(F)F)cc2)n1,0.0%
Cc1ccccc1Nc1nnc(-c2ccc(C)c(S(=O)(=O)NCC3CCCO3)c2)c2ccccc12 (centres undefined),2.7%
CCOC(=O)c1c(C)[nH]c(C)c1S(=O)(=O)N1CCC(C(=O)N2CCN(c3ccc(F)cc3)CC2)CC1,0.8%
COc1ccc(CNC(=O)Cc2c(C)c3cc4c(C)coc4cc3oc2=O)cc1OC,-1.5%
CN1CCN(C2(CNC(=O)c3ccc(C(C)(C)C)cc3)CCCCC2)CC1,-2.4%
CCc1ccc(NCc2cc3cc4c(cc3n(CC(=O)Nc3ccccc3Cl)c2=O)OCO4)cc1,3.5%

The list continues.
mol,Epigenetic reg
CCn1cc(S(=O)(=O)c2cc(C)cc(C)c2)c(=O)c2cc(F)c(N3CCOCC3)cc21,-1.2%
COc1ccccc1/C=C/c1onc(C)c1S(=O)(=O)N1CCC(C(=O)N2CCC(C)CC2)CC1,-1.1%
CCOc1ccc(CCNC(=O)CSc2nc3ccccc3nc2Cc2ccc(C)cc2)cc1OCC,3.3%
O=C(c1ccco1)c1cn(CCOc2ccc(F)cc2)c2ccccc12,-1.0%
COC(=O)c1c(NC(=O)COc2ccccc2Cl)sc2c1CCC(C(C)(C)C)C2 (centres undefined),0.3%
CC(C)Oc1ccc(CNC(=O)C2=Cc3ccccc3OC2)cc1,1.7%
COc1ccc(Cl)cc1NC(=O)N1CCN(S(=O)(=O)c2ccc3c(ccn3C)c2)CC1,0.3%
CC(C)c1ccc(NC(=O)CCNS(=O)(=O)c2ccc3c(c2)oc(=O)n3C)cc1,-2.3%
Cc1nc2cc(-c3ccccc3)nn2c(C)c1CCC(=O)NCCc1ccccc1,0.0%
CC(=O)N1CCc2c(sc3c2c(=O)n(CCc2ccccc2)c(=O)n3Cc2ccc(Cl)cc2)C1,1.4%

7 of the entries above in order of their number in Epigenetic reg, highest first:
Compound	Epigenetic reg
CCOc1ccc(CCNC(=O)CSc2nc3ccccc3nc2Cc2ccc(C)cc2)cc1OCC	3.3%
CC(C)Oc1ccc(CNC(=O)C2=Cc3ccccc3OC2)cc1	1.7%
COC(=O)c1c(NC(=O)COc2ccccc2Cl)sc2c1CCC(C(C)(C)C)C2 (centres undefined)	0.3%
Cc1nc2cc(-c3ccccc3)nn2c(C)c1CCC(=O)NCCc1ccccc1	0.0%
O=C(c1ccco1)c1cn(CCOc2ccc(F)cc2)c2ccccc12	-1.0%
COc1ccccc1/C=C/c1onc(C)c1S(=O)(=O)N1CCC(C(=O)N2CCC(C)CC2)CC1	-1.1%
CCn1cc(S(=O)(=O)c2cc(C)cc(C)c2)c(=O)c2cc(F)c(N3CCOCC3)cc21	-1.2%

Further records follow:
mol,Epigenetic reg
O=C(CSc1nc2c(c(=O)[nH]1)CCCC2)Nc1ccc(Br)cc1,-1.7%
COc1cc(-c2cc3n(C)c(C)c(CCC(=O)NCc4ccccc4)c(=O)n3n2)cc(OC)c1OC,0.8%
CCOc1ccccc1NC(=O)C1=C(C)Nc2ncnn2C1c1cccs1 (centres undefined),1.1%
COc1ccc(NC(=O)C(NS(=O)(=O)c2cccc3nsnc23)C(C)C)cc1OC (centres undefined),-1.1%
CCOc1ccc(S(=O)(=O)N(CC(=O)Nc2ccc3c(c2)OCO3)c2ccccc2)cc1,17.3%
CC(=O)N1CCCc2cc(S(=O)(=O)N(C)CC(=O)Nc3ccc(C(C)C)cc3)ccc21,1.4%
Cc1nnc(N2CCN(c3ccc(Cl)cc3)CC2)c2c1nnn2Cc1ccc(F)cc1,1.0%
COC(=O)c1ccc(NC(=O)Cn2c(=O)oc3ccccc32)cc1,5.8%
CCOc1ccc(NC(=O)CC2C(=O)N(c3ccccc3)C(=O)N2CCc2sccc2C)cc1 (centres undefined),-4.7%
COc1ccccc1-c1nc(S(=O)(=O)c2ccc(Cl)cc2)c(N2CCCCCC2)o1,5.1%

(more compounds)
mol,Epigenetic reg
CCc1ccccc1NC(=O)C(=O)NCCCN1CCOCC1,-1.3%
CC(=O)c1cccc(NS(=O)(=O)c2ccc3[nH]c4c(c3c2)CCCCCC4)c1,0.0%
CCN(C(=O)C1CCCN(c2ncnc3c2nc2n3CCCCC2)C1)c1cccc(C)c1 (centres undefined),-1.2%
COc1ccc(-c2noc(CN(C)S(=O)(=O)c3c(C)cc(C)cc3C)n2)cc1OC,-5.1%
CCN(CC)S(=O)(=O)c1ccc2c(c1)nc(CN(C)C(=O)Nc1ccc(C)c(Cl)c1)n2C,7.9%
COc1ccccc1NC(=O)Cn1c(=O)n(Cc2ccccc2)c(=O)c2c3c(sc21)CN(C(C)=O)CC3,1.1%
COC(=O)c1ccc(C2c3c(oc4ccccc4c3=O)C(=O)N2c2nc(C)c(C(=O)OC)s2)cc1 (centres undefined),2.9%
Cc1cccc(NC(=O)Cn2cc(S(=O)(=O)Cc3ccccc3Cl)c3ccccc32)c1,7.0%
COc1ccc(-c2nc(CN3CCC(C(=O)NCCCN4CCN(c5ccccc5F)CC4)CC3)c(C)o2)cc1OC,0.0%
